Assay outcomes: PubChem, several laboratories
FAS-TE inh: inhibitors of human fatty acid synthase thioesterase domain. 360,000 compounds, 0.67% hits. inhibition, % at 15 µM. AID 602261. P49327. recombinant FAS-TE, OMFH fluorogenic substrate, fluorescence endpoint;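 active = compounds whose normalised, plate-corrected inhibition of enzyme fluorescence in the single-dose primary screen is 50% or more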;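 note: 0% = DMSO with enzyme and 100% = substrate without enzyme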
NRP1-CendR mod: NRP-1/CendR interaction modulation. O14786. FAM-RPARPAR peptide binding to NRP-1, fluorescence polarization. inhibition, % at 25 µM. 360,000 compounds, 0.85% hits. AID 602438;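 active = inhibition or corrected inhibition above about 18%, plus a signal ratio from 0.5 to 1.5, limit read from the data, passing the limit was not always enough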; note: strong numbers were not always called active
MsrA inh: inhibitors of bovine MsrA. purified bovine MsrA, absorbance read-out. inhibition, % at 15.5 µM. 360,000 compounds, 0.75% hits. AID 651718; in the data active = inhibition above about 4.5%;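 note: 0% = vehicle wells with enzyme and 100% = reference inhibitor wells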
MsrA act: activates bovine MsrA enzyme; 360,000 compounds, 0.3% hits; AID 602163; activation, % at 10.6 µM; purified bovine MsrA, absorbance read-out; in the data active = activation above about 7.5%;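 note: 0% = vehicle and 100% = reference activator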
MT1-MMP act inh: inhibitors of human MT1-MMP activation. P50281. HT1080 RFP-PRO-GFP cells, GFP/RFP ratio fluorescence, overnight; percent of plate control window, DMSO zero. GFP/RFP ratio change, % at 20 µM. 360,000 compounds, 0.061% hits. AID 651647;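 active = GFP/RFP ratio change of at least 30% with cell ATP level not reduced by more than half and red fluorescence within 50% of control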; note: strong numbers were not always called active
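Material – HT1080 RFP-PRO-GFP cells · Control set – DMSO wells and RFP-L50D-GFP cells · Incubation – overnight cell settling, then overnight compound exposure, 37 °C, 5% CO2 · Compound dosing – single-point 20 µM compound, 1% DMSO · Read-out – GFP/RFP fluorescence ratio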
Neddyl block: inhibitors of human cullin neddylation; P61081+Q13564; TR-FRET cullin neddylation, biochemical; calls only at 25 µM; 360,000 compounds, 0.58% hits; AID 651699; in the data active = inhibition above about 36%
E coli Lon inh: inhibitors of E. coli Lon protease. P0A9M0. purified E. coli Lon protease, fluorescence polarization. inhibition, % at 7.94 µM. 360,000 compounds, 0.42% hits. AID 602123; in the data active = inhibition above about 13%, passing the limit was not always enough;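 note: 0% = enzyme with probe and DMSO and 100% = no enzyme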
Target sequence (P0A9M0 whole entry, looked up): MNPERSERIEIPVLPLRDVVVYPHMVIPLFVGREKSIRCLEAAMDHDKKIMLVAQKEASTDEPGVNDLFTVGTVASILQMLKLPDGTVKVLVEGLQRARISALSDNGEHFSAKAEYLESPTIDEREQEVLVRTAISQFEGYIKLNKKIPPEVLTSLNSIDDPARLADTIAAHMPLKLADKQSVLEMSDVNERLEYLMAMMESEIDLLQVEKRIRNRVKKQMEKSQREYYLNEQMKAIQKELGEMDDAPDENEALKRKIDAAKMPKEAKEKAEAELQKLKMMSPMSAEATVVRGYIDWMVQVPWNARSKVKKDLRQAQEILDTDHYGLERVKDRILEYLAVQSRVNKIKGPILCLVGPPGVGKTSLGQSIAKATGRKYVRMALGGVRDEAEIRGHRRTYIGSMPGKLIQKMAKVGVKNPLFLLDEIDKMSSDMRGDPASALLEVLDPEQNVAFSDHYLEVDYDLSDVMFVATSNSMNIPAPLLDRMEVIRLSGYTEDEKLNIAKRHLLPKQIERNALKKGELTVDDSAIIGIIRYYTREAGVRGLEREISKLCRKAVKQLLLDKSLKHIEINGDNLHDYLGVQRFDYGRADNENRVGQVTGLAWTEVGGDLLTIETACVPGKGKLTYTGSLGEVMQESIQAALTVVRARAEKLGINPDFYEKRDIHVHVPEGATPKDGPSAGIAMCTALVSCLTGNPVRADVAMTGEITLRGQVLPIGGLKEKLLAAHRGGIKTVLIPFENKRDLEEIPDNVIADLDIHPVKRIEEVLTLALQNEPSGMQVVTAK
Rin1-Abl PPI inh: human Rin1-Abl interaction inhibition. 360,000 compounds, 0.4% hits. P00519+Q13671. TR-FRET Rin1/Abl binding, biochemical. inhibition, % at 7.35 µM. AID 588664; in the data active = inhibition above about 5%, passing the limit was not always enough
SKN-1 block: blocks SKN-1 activity in C. elegans; C. elegans VP596 Pgst-4::GFP/RFP ratio, acrylamide-induced, 24 h; inhibition, % at 21.8 µM; 360,000 compounds, 0.49% hits;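 active = interference check ratio from 0.5 to 1.5 plus GFP to RFP signal ratio inhibition reaching or exceeding a fixed threshold, cut at about 30% in these data, passing the limit was not always enough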; note: some compounds called inactive have numbers as strong as hits
* marks the source's active call; other numbers are inactive results; i = inactive; . = no result given.

SMILES	FAS-TE inh	NRP1-CendR mod	MsrA inh	MsrA act	MT1-MMP act inh	Neddyl block	E coli Lon inh	Rin1-Abl PPI inh	SKN-1 block
CCc1cc2c(CN(C)Cc3ccccc3F)cc(=O)oc2cc1O	14	-24	1.1	-2	-18	.	-8	-2	18
CCOC(=O)c1c(NC(=O)CN2C(=O)NC3(CCC(C)CC3)C2=O)sc(C)c1-c1ccc(C)cc1 (centres undefined)	-7	-4	0.7	-2	3	i	2	-4	9
CC1=CCC2C(=O)N(c3ccc(C)cc3)C(=O)C2C1 (centres undefined)	-5	-17	-0.9	0	9	i	4	-1	14
O=C(Nc1ccc(S(=O)(=O)N2CCCCCC2)cc1)c1[nH]ncc1[N+](=O)[O-]	-135	3	-0.1	-2	0	i	-8	0	9
CC1(C)c2[nH]c3ccccc3c2C[C@@H]2C(=O)N(Cc3ccccc3F)C(=O)N21	15	-3	0.1	-1	5	i	-3	-2	6
O=C(N/N=C\c1ccc(-c2ccccc2[N+](=O)[O-])o1)C1COc2ccccc2O1 (centres undefined)	0	-4	0.3	3	-2	i	-6	-3	4
Cc1nn(-c2ccccc2)nc1C(=O)NNC(=O)c1ccc(C(F)(F)F)cc1	0	6	-0.1	-4	3	i	12	-3	-10
CN1C(=O)c2cccc3c(S(=O)(=O)NCCc4ccccc4)ccc1c23	10	7	0.0	-3	1	.	1	1	5
Nc1ccc(NC(=S)Nc2ccccc2)cc1	-5	8	-0.1	0	10	i	0	1	7
COc1ccc(NC(=O)CCCc2ccccc2)cc1OC	-1	8	-0.4	-4	4	i	0	4	-11
COCCN(Cc1cc2cc3c(cc2nc1Cl)OCO3)C(=O)Nc1ccc(F)cc1	13	16	0.1	-3	-8	i	9	-1	13
COc1ccc(Cn2cccc(NC(=O)Nc3ccc(C#N)cc3)c2=O)cc1	-3	-9	0.0	-3	3	i	6	-1	8
CCn1c(CSc2ncccn2)nnc1SCC(=O)N1c2ccccc2CC1C (centres undefined)	-4	6	0.4	-1	-1	i	2	0	-1
COc1cccc(-c2onc3ccc(C(C)=O)cc23)c1	10	8	0.9	-3	-10	i	-18	1	12
CN1CCN(c2ccc(NC(=O)c3sc4ccccc4c3Cl)cc2)CC1	0	-16	-1.2	-3	4	i	-7	-6	1
COc1cc(C(=O)NCCC(C)C)ccc1OCc1ccc(Cl)cc1Cl	16	6	-0.3	-1	-21	i	1	0	12
CS(=O)(=O)N(Cc1ccccc1)c1ccc(C(=O)NCCSc2ccccn2)cc1	-8	7	-1.1	-4	-4	i	10	-3	8
O=C(Nc1cc(Cl)ccc1Cl)c1ccco1	0	-7	0.6	7	2	i	-12	4	-7
COc1ccc(OC)c(C2=NOC(C(=O)NCC3CCCO3)C2)c1 (centres undefined)	-2	0	.	-12	0	i	-10	3	-8
Cc1nc2ncnn2c(C)c1CCC(=O)N1CCN(C(=O)c2ccco2)CC1	-9	0	-0.5	-2	4	i	-12	-4	-9
Cn1nc(C(C)(C)C)cc1C(=O)N1CCCCC1c1cc(C(=O)Nc2cccc3c2CCCC3)no1 (centres undefined)	19	3	0.4	2	-8	i	-2	-3	15
COc1cccc2c1[C@@H]1CN(CCCCn3c(=O)[nH]c4c(sc5ncc(-c6ccccc6)nc54)c3=O)C[C@@H]1CO2	9	2	1.4	-4	1	i	-4	-4	-4
O=C(O)c1ccccc1N=Nc1ccc(O)cc1	-3	8	4.4	-3	-12	i	7	-3	7
CCOC(=O)[C@H]1[C@H]2COc3ccc(OC)cc3[C@@H]2N2C(=O)[C@H](C)NC(=O)[C@@]12C	-12	5	-0.5	-4	1	i	4	5	-4
COc1ccc(-c2noc(-c3ccoc3C)n2)cc1OC	3	-15	-0.4	-5	2	i	-1	1	5
O=C(C1=C[C@@H]2[C@H]3C(=O)N(c4ccc(Cl)cc4)C(=O)[C@H]3[C@@H](C(=O)c3ccc(Cl)cc3)N2C=C1)c1ccccc1	24	-49	2.0	-12	-13	i	-8	4	8
CCCCc1ccc(N2C(=NC(=O)C3CCCO3)SC3CS(=O)(=O)CC32)cc1 (centres undefined)	-4	-6	0.3	1	-1	i	-4	-2	24
Cc1ccc(/C(N)=N/OC(=O)/C=C/c2ccccc2)cc1	3	0	0.0	-2	1	i	-9	-2	20
Cc1[nH]c(=O)[nH]c(=O)c1/C=N/NC(=O)CCCCCNC(=O)OC(C)(C)C	-4	-10	2.7	-7	3	i	11	1	-8
O=C(COC(=O)c1c(Cl)cccc1Cl)NC1CCCCC1	0	5	-0.3	-4	0	i	2	0	-8
Cc1ccc(NC(=O)CC2OC(=O)c3ccccc32)cc1S(=O)(=O)N1CCOCC1 (centres undefined)	-1	-8	0.2	-2	-2	i	-5	2	11
Cc1cc(C)c(S(=O)(=O)N/N=C/c2ccc([N+](=O)[O-])o2)c(C)c1	-7	-3	1.9	-1	1	i	-4	-5	3
Cn1c(SCc2nc3ccccc3s2)nnc1-c1ccc2c(c1)OCO2	-2	1	-0.5	-3	4	i	-6	-3	1
O=C(CSc1ncnc2scc(-c3ccccc3)c12)N1CCN(Cc2ccc3c(c2)OCO3)CC1	19	-130	-0.3	-5	3	i	-41	-3	10
CC[n+]1c(/C=C/N(C)c2ccccc2)oc2ccccc21	-19	-102	4.7*	-9	-28	i	-66	-2	-8
Cn1c(CCNC(=O)c2ccco2)nc2cc(NS(=O)(=O)c3ccc(Cl)cc3)ccc21	-3	-9	0.6	-1	3	i	-2	5.7*	-14
CCn1c(SCC(=O)O)nc2ccccc21	-1	6	1.3	-3	2	i	-2	0	0
COc1ccc(Cl)cc1NC(=S)N1CCCCCC1	2	17	-1.0	2	1	i	-16	2	-8
O=C(Nc1nnc(S(=O)(=O)N2CCCC2)s1)c1ccccc1Cl	-8	-3	1.0	-2	3	i	-5	-1	21
COc1cc2c(cc1OC)CN(C(=O)c1ccc(S(=O)(=O)N3CCCCCC3)cc1)CC2	-1	7	-0.1	-1	1	i	-4	-2	-4
OC(CN1CCCCC1)Cn1c2ccccc2c2cc(Br)ccc21 (centres undefined)	-20	-1	-1.0	-3	1	i	-3	-3	12
COc1cc2c(cc1OC)C1(CCCC1)CNC2C (centres undefined)	-8	1	-0.3	-1	-12	i	4	3	8
COc1ccc(Cl)cc1NC(=S)NC(=O)c1ccco1	16	-7	1.7	-2	0	i	-4	2	7
Oc1ccccc1C(=S)N1CCN(C(=S)c2ccccc2O)CC1	-4	14	0.8	-2	2	i	-5	2	11
CSc1ccccc1C(=O)Nc1ccc2c(c1)OCCO2	2	3	3.1	-3	0	i	9	-4	18
O=C(/C=C/Nc1ccc(F)c(F)c1)c1ccc(Br)cc1	-4	1	0.9	-3	2	i	-12	1	25
CC1(NC(=O)CCc2ccccc2)CCN(CCCc2ccccc2)C1=O (centres undefined)	-8	6	-0.5	-1	2	i	1	1	-3
Fc1cccc(Cl)c1CSc1ccc(-c2cccnc2)nn1	7	-12	2.3	-1	2	i	-3	-1	22
Cc1nn(-c2ccccc2)nc1CNC(=O)c1ncoc1-c1ccccc1	16	2	-1.1	-2	3	i	4	-5	5
CC[C@@]12C(=O)N(c3cccc(Cl)c3)C(=O)N1[C@H](c1cccc(C)c1)[C@@H]1C(=O)N(Cc3ccccc3)C(=O)[C@@H]12	17	8	0.1	-3	-5	i	3	2	12
CCOC(=O)C1(CCc2ccccc2)CCN(C(=O)C2CCOCC2)CC1	2	5	1.1	-2	-2	i	0	-2	-2
O=C(O)/C=C/c1ccc2c(c1)OCCO2	-3	-6	-0.1	-9	10	i	-3	-1	5
CC(=O)NC(CC(=O)O)c1ccc([N+](=O)[O-])cc1 (centres undefined)	-5	-6	-1.2	-4	1	i	2	-2	-3
CCOc1ccc(/C=N/NC(=O)c2ccc(F)cc2)cc1CN1CC2CC(C1)c1cccc(=O)n1C2 (centres undefined)	6	13	2.1	-4	-3	i	0	4	14
COc1cc2c(cc1OC)C(C)N(S(=O)(=O)c1ccc(C)cc1)CC2 (centres undefined)	1	-6	-0.2	-2	7	i	-5	-1	-2
CC(C)Oc1ccccc1/C=N/NC(=O)c1ccccc1Cl	1	-1	2.0	-4	-2	i	-11	-2	0
CCc1ccc(C(=O)COC(=O)c2cccs2)cc1	16	2	-1.0	-2	-6	i	-3	1	5
Cc1ccc2nsnc2c1NC(=O)c1sc2ccccc2c1Cl	-9	2	2.5	-2	3	i	10	-1	-1
CCOC(=O)N1CCN(c2c(N3CCN(c4ccc(OC)cc4)CC3)c(=O)c2=O)CC1	-4	5	1.6	-3	0	i	-6	3	-3
CCOc1ccc(NC(=O)CCC(=O)Oc2ccc(C)cc2)cc1	-5	12	-1.2	2	3	i	-4	1	-13

Other structures.
SMILES	FAS-TE inh	NRP1-CendR mod	MsrA inh	MsrA act	MT1-MMP act inh	Neddyl block	E coli Lon inh	Rin1-Abl PPI inh	SKN-1 block
COc1ccc(Cn2c(O)c(C=Nc3ccccc3C(=O)O)c3ccccc3c2=O)cc1	42	-93	1.0	-1	0	i	1	1	12
CCNS(=O)(=O)c1ccc(NC(=O)Cc2ccc(F)cc2)cc1	-5	-1	0.8	-2	5	i	1	1	8
NS(=O)(=O)c1ccc(CNC(=O)c2cccc(Oc3ccccc3)c2)cc1	4	1	-1.8	0	-3	i	10	-4	9
CC1(C(=O)NS(=O)(=O)c2ccc3ccccc3c2)CCN1C(=O)Cc1ccc(-c2ccccc2)cc1 (centres undefined)	0	-22	-0.8	-2	3	i	8	2	-4
CC(C)Oc1cccc(-c2cc(C(=O)N3CCN(S(C)(=O)=O)CC3)c3ccccc3n2)c1	4	-2	-0.1	-4	7	i	-6	-2	11
COc1ccc(Cl)cc1-n1c(C)ccc1C	3	-18	0.2	-4	-7	i	-8	1	0
O=C(NC1=NCCS1)c1ccccc1	-5	2	0.6	-2	-1	i	3	1	2
CCC(=O)Nc1c(C#N)c2nc3ccccc3nc2n1-c1ccc(C)cc1	-3	-16	1.5	-6	-12	.	-1	1	-7
CCCCn1c(N)c(N(CCC(C)C)C(=O)COC(=O)c2cccnc2OCC)c(=O)[nH]c1=O	0	1	-0.7	-4	-6	i	5	2	-16
O=C1c2sc3nc4n(c(=O)c3c2CCC1Br)CCCCC4 (centres undefined)	-1	0	4.5	-3	11	i	-3	0	-3
CCOC(=O)Cc1cc(=O)[nH]c(/N=C(\N)Nc2ccc(C)c(C)c2)n1	-8	2	-0.3	-1	-6	i	2	3	0
COc1ccc(OCCSc2ncc(CO)n2C)cc1	-4	3	-0.4	-2	1	i	-1	2	33
COCCn1nnnc1C(c1ccc(OC)c(OC)c1)N1CCN(c2nc3ccccc3s2)CC1 (centres undefined)	2	-14	-0.4	-2	-1	i	1	-1	-2
COc1cc(C=CC(=O)c2cc(OC)c(OC)c(OC)c2)cc(OC)c1OC	-6	6	2.9	-6	8	i	-12	3	-6

Whole records, looked up by structure. Order of values: FAS-TE inh | NRP1-CendR mod | MsrA inh | MsrA act | MT1-MMP act inh | Neddyl block | E coli Lon inh | Rin1-Abl PPI inh | SKN-1 block
`CC1(C(=O)NS(=O)(=O)c2ccc3ccccc3c2)CCN1C(=O)Cc1ccc(-c2ccccc2)cc1` (centres undefined) as listed: 0 | -22 | -0.8 | -2 | 3 | i | 8 | 2 | -4
`COc1ccc(Cl)cc1NC(=S)NC(=O)c1ccco1` as listed: 16 | -7 | 1.7 | -2 | 0 | i | -4 | 2 | 7
`COc1ccc(NC(=O)CCCc2ccccc2)cc1OC` as listed: -1 | 8 | -0.4 | -4 | 4 | i | 0 | 4 | -11

3 of the entries above in order of their number in SKN-1 block, highest first:
Molecule | NRP1-CendR mod | MsrA inh | MsrA act | MT1-MMP act inh | Neddyl block | E coli Lon inh | Rin1-Abl PPI inh | SKN-1 block
CN1C(=O)c2cccc3c(S(=O)(=O)NCCc4ccccc4)ccc1c23 | 7 | 0.0 | -3 | 1 | . | 1 | 1 | 5
CCC(=O)Nc1c(C#N)c2nc3ccccc3nc2n1-c1ccc(C)cc1 | -16 | 1.5 | -6 | -12 | . | -1 | 1 | -7
O=C(COC(=O)c1c(Cl)cccc1Cl)NC1CCCCC1 | 5 | -0.3 | -4 | 0 | i | 2 | 0 | -8
